POLB inh = blocks human DNA polymerase beta activity | Potency, µM (highest dose often 114 µM), for inactives: at the top dose activity change, negative = inhibition, actives largely listed as inhibitors | Pol beta primer extension/strand displacement, fluorescence kinetic | P06746 | hit rate 1.3% among 340,000; also: potency is read from the fitted curve at half-maximal effect; % is scaled to controls: 0 for no effect and ±100 for the full control effect
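Pol beta (10 nM) was preincubated with compound for 15 min at room temperature. The reaction was then started with 50 nM substrate and read immediately and after a further 10 min at room temperature.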
ERG Ets-DNA blk = ERG Ets/DNA interaction inhibition; P11308; fluorescence polarization, His-ERG Ets domain / labelled DNA; Potency, µM (highest dose often 76.9 µM), for inactives: top-dose FP activity, negative = inhibition, actives largely listed as inhibitors; hit rate 0.028% among 370,000; active = well fitted inhibition curve with a large enough effect in the polarisation, with a control signal flat; inconclusive = small, poorly fitted or top-dose-only effect, or effect the other way, or a change in a side signal; inactive = no such curve, though single readings can be large or run the other way; the % refers to the polarisation;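 also: polarization taken with two DNA probes labelled with fluorescein and Texas red; potency is read from the fitted curve at half-maximal effect; % of control where 0% means no effect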
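His-tagged ERG Ets domain (1 uM in the protein solution; 300mM KCl, 50mM Tris-HCl, 1mM EDTA, 1mM DTT, pH 7.5) received compound, then a probe mix of 5 nM fluorescein-DNA and 100nM Texas-615-DNA. Fluorescence polarization was read for both dyes.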
Anesthetic bind = candidate novel general anesthetic via apoferritin binding | P02791 | apoferritin/1-aminoanthracene competitive binding, fluorescence | Potency, µM (top dose mostly 77.5 µM), inactives show at the highest dose activity change, negative = displacement, actives largely listed as inhibitors | hit rate 0.074% among 350,000 | AID 485281; also: potency is read from the fitted curve at half-maximal effect; % is scaled to controls: 0 for no effect and ±100 for the full control effect; nearly all actives have a fitted effect of over 20% in size
Target sequence (P02791 2-175 limits assumed): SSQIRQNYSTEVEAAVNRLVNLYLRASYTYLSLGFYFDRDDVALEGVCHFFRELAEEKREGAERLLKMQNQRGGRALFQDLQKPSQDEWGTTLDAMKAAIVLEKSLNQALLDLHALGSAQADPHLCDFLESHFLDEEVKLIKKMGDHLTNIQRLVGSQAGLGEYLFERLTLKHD
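Read-out: endpoint 1-AMA fluorescence, excitation 380 nm and emission 535 nm, after compounds sit 10 min at room temperature with 10 uM horse-spleen apoferritin in 50% saturated 1-AMA/PBS. Values come from four-parameter Hill fits.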
Pol kappa inh = blocks human DNA polymerase kappa activity; Potency, µM (top dose mostly 107 µM), for inactives: at the highest dose activity, negative = inhibition, most hits filed as inhibitors; hit rate 0.53% among 400,000; AID 588579; purified Pol kappa, fluorescent DNA synthesis assay, 10 min; also: potency is read from the fitted curve at half-maximal effect; % is scaled to controls: 0 for no effect and ±100 for the full control effect
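Activity was followed as the change in fluorescence between reads at 0 and 10 min after starting the reaction with 50 nM substrate. Beforehand, 10 nM polymerase had been preincubated with compound for 15 min at room temperature.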
12-LOX inh = blocks human arachidonate 12S-lipoxygenase; P18054; purified 12hLO, xylenol orange hydroperoxide absorbance; Potency, µM (doses to about 108 µM), for inactives: top-dose activity change, negative = inhibition, usual class: inhibitors; hit rate 1.1% among 580,000; also: potency is read from the fitted curve at half-maximal effect; % is scaled to controls: 0 for no effect and ±100 for the full control effect
Target sequence (P18054 whole entry, looked up): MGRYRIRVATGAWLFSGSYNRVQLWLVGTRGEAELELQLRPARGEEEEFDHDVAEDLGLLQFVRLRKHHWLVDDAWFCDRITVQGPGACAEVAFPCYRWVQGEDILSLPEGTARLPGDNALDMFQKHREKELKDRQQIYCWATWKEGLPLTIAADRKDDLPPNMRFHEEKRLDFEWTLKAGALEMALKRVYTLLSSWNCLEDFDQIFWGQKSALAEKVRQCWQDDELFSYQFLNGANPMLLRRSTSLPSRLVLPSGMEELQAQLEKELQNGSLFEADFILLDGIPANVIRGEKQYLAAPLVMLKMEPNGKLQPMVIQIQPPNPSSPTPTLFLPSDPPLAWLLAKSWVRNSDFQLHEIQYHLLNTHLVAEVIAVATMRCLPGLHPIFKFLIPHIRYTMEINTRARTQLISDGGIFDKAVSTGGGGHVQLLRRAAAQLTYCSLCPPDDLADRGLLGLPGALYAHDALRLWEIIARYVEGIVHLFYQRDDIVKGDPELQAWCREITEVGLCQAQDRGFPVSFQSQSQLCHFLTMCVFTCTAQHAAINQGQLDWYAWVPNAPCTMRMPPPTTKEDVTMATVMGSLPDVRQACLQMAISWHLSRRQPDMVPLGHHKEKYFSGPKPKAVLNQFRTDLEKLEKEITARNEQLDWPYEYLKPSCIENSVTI
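Hydroperoxide product was detected by ferrous iron/xylenol orange as the 573 to 405 nm absorbance ratio. Arachidonic acid at 40 uM (final) was turned over for 30 min at room temperature by 150 nM human 12hLO, pH 7.0 Hepes buffer, after 15 min compound preincubation.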
APE1 inh = inhibitors of human APE1 endonuclease | P27695 | recombinant APE1, TAMRA/BHQ-2 abasic DNA cleavage fluorescence | Potency, µM (highest dose often 65.8 µM), for the others: at the highest dose activity change, negative = inhibition, hits mostly inhibitors | hit rate 0.35% among 350,000 | AID 2517;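 also: potency is read from the fitted curve at half-maximal effect; plate controls were vehicle for no effect and reference inhibitor for full effect; nearly all actives have a fitted effect of over 55% in size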
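Endonuclease cleavage of a quenched abasic-site DNA duplex (50 nM) by APE1 (0.75 nM) was tracked by TAMRA dequenching. Compounds were preincubated with enzyme 15 min at room temperature; data normalized to buffer-only and DMSO wells plus NSC13755 control.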
LDHA block = blocks human lactate dehydrogenase A; purified LDHA, NADH/diaphorase-resazurin fluorescence; stronger effect = lower value; activity change, % (values are at about 110 or 230 µM); hit rate 0.15% among 480,000; in the data active = activity change below about -30%; inconclusive = mostly about -25% to -30%;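 also: plate controls were DMSO wells for no effect and wells without enzyme for full effect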
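Resorufin fluorescence (ex540/em590), read at 0 and 20 min after diaphorase/resazurin addition, reports the NADH left after a 5 min room-temperature reaction of 2 nM human LDH5 with 0.06 mM NADH and 0.2 mM pyruvate.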
POLH inh = DNA polymerase eta (human) inhibition; Q9Y253; recombinant Pol eta, fluorescent DNA replication assay; Potency, µM (titrated, usually from 114 µM), for the others: top-dose activity change, negative = inhibition, usual class: inhibitors; hit rate 1.2% among 390,000; AID 588591; also: potency is read from the fitted curve at half-maximal effect; % is scaled to controls: 0 for no effect and ±100 for the full control effect
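Fluorescent replication assay: 50 nM final substrate added after a 15 min room-temperature compound preincubation with 10 nM enzyme. Signal taken at 0 min and again at 10 min.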
RGS4 inhibitor = human RGS4 inhibition. Transcreener GDP fluorescence polarization, RGS4-accelerated GTP hydrolysis. hit rate 0.039% among 390,000. Potency, µM (titrated, usually from 114 µM), without a hit: at the highest dose activity change, negative = inhibition, usual class: inhibitors. P49798; also: potency is read from the fitted curve at half-maximal effect; % is scaled to controls: 0 for no effect and ±100 for the full control effect; nearly all actives have a fitted effect of over 75% in size; some results filed as inactive show a strong effect at the top dose
Target sequence (P49798 whole entry, looked up): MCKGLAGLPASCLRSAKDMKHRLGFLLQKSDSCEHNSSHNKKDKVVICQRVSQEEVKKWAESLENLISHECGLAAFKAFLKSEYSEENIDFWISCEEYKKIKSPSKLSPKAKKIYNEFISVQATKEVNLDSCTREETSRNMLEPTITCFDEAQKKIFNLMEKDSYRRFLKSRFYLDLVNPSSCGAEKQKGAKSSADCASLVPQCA
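MLSMR compounds (23 nl, pin-transferred) preincubated 10 min at room temperature with a 500nM (2x) first reagent, then RGS4 at 900nM (2x) plus Transcreener GDP mix added; fluorescence polarization (620/688 nm) read before and after 90 min at 30 °C.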
Numbers without * were called inactive; ? = inconclusive; / = no result given; & = joins results of further samples; [ ] = another dose, or the depositor's remark. Unless noted, calls follow the shape of the dose curve; as a rule, active = well fitted curve in the direction sought with a large enough effect; inconclusive = small, poorly fitted or top-dose-only effect, or another doubt; inactive = no such curve, though single readings can be large; an effect the other way counts as inactive or inconclusive.

no. | SMILES | POLB inh | ERG Ets-DNA blk | Anesthetic bind | Pol kappa inh | 12-LOX inh | APE1 inh | LDHA block | POLH inh | RGS4 inhibitor
1 | CCOC(=O)C1=NN(c2ccccc2C)C2=NC(C)=C(C(=O)OC)C(c3cccc(OC)c3)N12 (centres undefined) | 12% | -4% | -1% | -6% | -13% | 17% | -6 | -18% | -1%
2 | CCNC(=O)NC1(C(=O)Nc2ccc3c(c2)OCCO3)CCCCC1 | 0% | -2% | 3% | -5% | 0%[57.4 µM] | -3% | -6 | -13% | -26%
3 | CC1(C)C2CCC1(CS(=O)(=O)NCc1ccc(C(=O)O)cc1)C(=O)C2 (centres undefined) | 9% | 0% | 1% | -1% | -2% | 3% | -7 | -5% | -12%
4 | CCO[C@H]1OC(C(=O)Nc2ccccc2)=C[C@@H](C)[C@@H]1CCCO | 5% | -7% | -5% | 0% | 3% | -1% | -4 | -6% | 6%
5 | CCCn1c(SCC(=O)Nc2nnc(C(C)C)s2)nc2c1c(=O)n(C)c(=O)n2C | 8% | -5% | -3% | -7% | -2% | 4% | -9 | -3% | 22%
6 | COc1ccc2[nH]c(=O)c(CN(Cc3ccccc3)C(=S)NCC3CCCO3)cc2c1 (centres undefined) | 16% | -2% | 0% | -10% | ? | 6% | -12 | -13% | 1%
7 | COc1ccc(CCNC(=O)CSc2nc3sc(C(=O)O)c(C)c3c(=O)[nH]2)cc1OC | 39% | 15% | -1% | -8% | 17% | -3% | -5 | -1% | -2%
8 | CCOc1ccc(C(=O)NC(=S)Nc2ccccc2OC)cc1[N+](=O)[O-] | 11% | -3% | 3% | -16% | ? | 2% | -6 | -13% | -9%
9 | CC(C)c1ccc(/C=C(\C#N)c2nc(-c3cc4ccccc4oc3=O)cs2)cc1 | -16% | 0% | 2% | -11% | 0% | / | -5 | 4% | 4%
10 | COCCn1c(SCC(=O)Nc2cccc(C)n2)nnc1-c1ccco1 | -27% | 2% | -7% | 0% | -8% | -7% | -9 | -12% | -4%

(listing goes on)
no. | SMILES | POLB inh | ERG Ets-DNA blk | Anesthetic bind | Pol kappa inh | 12-LOX inh | APE1 inh | LDHA block | POLH inh | RGS4 inhibitor
11 | O=C(NCc1ccc2c(c1)OCO2)c1cc2ncc(Br)cn2n1 | 14µM* | 2% | 5% | -43% | -10% | ? | 1 | 10µM* | -21%
12 | COc1cc(OC)c(OC)cc1/C=C(\C#N)C(=O)NCc1cccs1 | 11% | 3% | -12% | -17% | 0% | -9% | -1 | -19% | -10%
13 | O=C(O)c1cc(-c2ccc(/C=N/NC(=S)Nc3ccccc3)o2)ccc1Cl | 28µM* | 0% | -11% | 79µM* | 28µM* | ? | 10 | 20µM* | -36%
14 | CCOC(=O)c1[nH]c(C)c(CN(CCc2ccccc2)C(=O)CCC(=O)O)c1C | 21% | -3% | -14% | 9% | 0%[57.4 µM] | 5% | -2 | -15% | -17%
15 | CCN1/C(=C2\SC(=S)N(Cc3ccccc3)C2=O)Sc2ccccc21 | 11% | 5% | -7% | -2% | -21% | -4% | -1 | -16% | -37%
16 | O=C(CCC(=O)N1CCCC1)Nc1ccc([N+](=O)[O-])cc1 | -6% | -3% | -6% | 3% | 2% | -3% | -1 | -12% | -8%
17 | CCN(CC)CCn1c2c(c(SCC(=O)Nc3nc(C)cs3)nc1=O)CCCC2 | / | 8% | / | -9% | -40% | ? | -10 | 2% | 0%
18 | Cc1ccc(-c2cc(C(=O)N/N=C\c3cnn(C)c3C)c3ccccc3n2)cc1C | -2% | -2% | ? | -3% | -20% | -2% | -1 | -20% | -5%[11.4 µM]
19 | CC(C)c1ccc(NC(=O)CCNS(=O)(=O)c2ccc3c(c2)CCCC(=O)N3)cc1 | 4% | 0% | -1% | 1% | 0% | / | -3 | -11% | -15%
20 | O=S(=O)(c1cccc2cccnc12)N1CCN(c2ccc(F)cc2)CC1 | -12% | 0% | ? | -4% | -1% | 0% | -3 | -21% | -34%[56.9 µM]

Continuation.
no. | SMILES | POLB inh | ERG Ets-DNA blk | Anesthetic bind | Pol kappa inh | 12-LOX inh | APE1 inh | LDHA block | POLH inh | RGS4 inhibitor
21 | O=C(NCC1CCCCC1)c1cc2ccccc2cc1O | -26% | -14% | -2% | -25% | -1% | -21% | 2 | -5% | 9%
22 | Cc1ccc(-n2ncc3c(NCc4cccnc4)ncnc32)cc1C | 0% | 0% | 4% | -20% | 8% | -12% | -2 | 10% | 40%[11.4 µM]
23 | Cc1nn(CCC(=O)NNC(=S)Nc2ccc(F)cc2)c(C)c1[N+](=O)[O-] | 9% | -15% | -11% | 1% | -2% | 15% | 2 | -12% | -50%
24 | Nc1ccc(S(=O)(=O)Nc2ccnn2-c2ccccc2)cc1 | ? | 15% | 3% | 0%[60.1 µM] | ? | 1% | -5&1&-2 | -2%[57.1 µM] | 11%[56.9 µM]
25 | COC(=O)c1cccc(C23CC4(C2)[C@H](CN(Cc2ccc(C(F)(F)F)cc2)[C@@H]4c2ccccc2)C3c2ccc(C(F)(F)F)cc2)c1 (some centres undefined) | 0% | -2% | -6%&-18% | -2% | -22% | ? | -4 | 5% | -3%
26 | CCN(CC)S(=O)(=O)c1ccc(C(=O)NCC(c2cccs2)N2CCOCC2)cc1 (centres undefined) | -10% | / | 1% | -15% | ? | 15% | -2 | -2% | 9%
27 | O=C(N/N=C/c1cccnc1)c1ccc(Cl)c(Cl)c1 | / | 5% | / | 4% | 0% | / | -4 | -12% | -9%
28 | CC(=O)c1ccc(NC(=O)CSc2cn(CC(=O)N3CCCCC3)c3ccccc23)cc1 | 13% | 1% | ? | 2% | -10% | / | 9 | -19% | -20%
29 | Cc1cccc(C(=O)Nc2ccc(O)cc2)c1 | 3% | -3% | -20% | -4% | 0% | 25% | -1 | -12% | 6%
30 | CCCCN(CCCNC(=O)c1ccc(CS(=O)(=O)c2ccc(OC)cc2)o1)Cc1ccccc1 | 6% | 2% | -13% | -10% | 0% | 29% | -22 | -7% | -4%

Continuation.
no. | SMILES | POLB inh | ERG Ets-DNA blk | Anesthetic bind | Pol kappa inh | 12-LOX inh | APE1 inh | LDHA block | POLH inh | RGS4 inhibitor
31 | COc1ccc(NC(=O)CCCN2C(=O)/C(=C\c3ccco3)SC2=S)cc1 | -16% | 8% | 7% | -28% | ? | ? | 7 | ? | -12%
32 | COc1ccc(Nc2nc(N3CCCC3)nc3ccccc23)c(OC)c1 | 20µM* | / | -2% | -21% | -13% | ? | -10 | -18% | 0%
33 | CC(=O)Nc1ccc(Nc2nc(-c3ccccc3)nc3ccccc23)cc1 | -20% | 12% | 52%[activator] | -9% | -29% | -14% | -2 | ? | -14%
34 | CCN(CC)C(=O)C1CCCN(Cc2ccccc2C(F)(F)F)C1 (centres undefined) | -15% | -7% | -1% | -15% | ? | 1% | -24 | -8% | -4%
35 | CN(C)c1ccc(C=Nc2ccc(N(C)C)cc2)cc1 | 15% | -2% | -8% | -8% | ? | -4% | 27 | -4% | -10%
36 | O=C(N/N=C/c1ccc([N+](=O)[O-])cc1)c1cccnc1 | 3% | 2% | -3% | -7% | 7% | -2% | -1 | -18% | 20%
37 | Cc1cc(O)cc(=O)n1Cc1ccccc1 | / | -2% | / | 7% | 38%[activator] | / | -2 | -13% | 28%
38 | CCSc1nnc(NC(=O)C2CCCCC2)s1 | 1% | 1% | ? | -5% | 0% | -4% | -3 | -17% | 12%[11.4 µM]
39 | O=C1NC2(CCCCCC2)C(=O)N1Cc1ccc(Cl)cc1Cl | -14% | 14% | -3% | 5% | -6% | 45% | 6 | -21% | -12%
40 | COC(=O)C(=Cc1ccccc1[N+](=O)[O-])C(=O)OC | -18% | -3% | 1% | -6% | -15% | -2% | -6 | 5% | -10%

Looked up by structure from the list above, 3 records:
no. | SMILES | POLB inh | ERG Ets-DNA blk | Anesthetic bind | Pol kappa inh | 12-LOX inh | APE1 inh | LDHA block | POLH inh | RGS4 inhibitor
38 | CCSc1nnc(NC(=O)C2CCCCC2)s1 | 1% | 1% | ? | -5% | 0% | -4% | -3 | -17% | 12%[11.4 µM]
31 | COc1ccc(NC(=O)CCCN2C(=O)/C(=C\c3ccco3)SC2=S)cc1 | -16% | 8% | 7% | -28% | ? | ? | 7 | ? | -12%
35 | CN(C)c1ccc(C=Nc2ccc(N(C)C)cc2)cc1 | 15% | -2% | -8% | -8% | ? | -4% | 27 | -4% | -10%

Other structures follow.
no. | SMILES | POLB inh | ERG Ets-DNA blk | Anesthetic bind | Pol kappa inh | 12-LOX inh | APE1 inh | LDHA block | POLH inh | RGS4 inhibitor
41 | COc1ccc(CNC(=O)C2CCN(C(=O)[C@@H](CC(C)C)NC(=O)OC(C)(C)C)CC2)cc1 | 15% | / | -15% | / | 51%[activator] | -1% | / | / | /
42 | COCCNC(=O)c1sc2ncccc2c1-n1c(C)ccc1C | 14% | 4% | 61%[activator] | -17%[60.1 µM] | -11% | / | 2 | -8% | -9%
43 | CCCCn1c(=O)c(CC(C)=O)nc2ccccc21 | 1% | 0% | -8% | 3% | -29% | 4% | 3 | -17% | 13%
44 | COc1ccc(C2=NOC(C3(S(=O)(=O)c4ccccc4)CC(O)C3)C2)cc1 (centres undefined) | / | 2% | / | -15% | -7% | / | -2 | -11% | 35%

Only part of the results is shown; the hit share may differ from the screen's.
